Screens deposited in PubChem BioAssay by The Scripps Research Institute Molecular Screening Center.
MITF inh: inhibitors of human MITF | O75030 | AlphaScreen MITF homodimerization, bead proximity signal | inhibition, % at 2.6 µM | actives 0.91% (n = 650,000) | AID 1259374; in the data active = inhibition above about 50%;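 also: 0% = vehicle wells with protein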
Target sequence (O75030 whole entry, looked up): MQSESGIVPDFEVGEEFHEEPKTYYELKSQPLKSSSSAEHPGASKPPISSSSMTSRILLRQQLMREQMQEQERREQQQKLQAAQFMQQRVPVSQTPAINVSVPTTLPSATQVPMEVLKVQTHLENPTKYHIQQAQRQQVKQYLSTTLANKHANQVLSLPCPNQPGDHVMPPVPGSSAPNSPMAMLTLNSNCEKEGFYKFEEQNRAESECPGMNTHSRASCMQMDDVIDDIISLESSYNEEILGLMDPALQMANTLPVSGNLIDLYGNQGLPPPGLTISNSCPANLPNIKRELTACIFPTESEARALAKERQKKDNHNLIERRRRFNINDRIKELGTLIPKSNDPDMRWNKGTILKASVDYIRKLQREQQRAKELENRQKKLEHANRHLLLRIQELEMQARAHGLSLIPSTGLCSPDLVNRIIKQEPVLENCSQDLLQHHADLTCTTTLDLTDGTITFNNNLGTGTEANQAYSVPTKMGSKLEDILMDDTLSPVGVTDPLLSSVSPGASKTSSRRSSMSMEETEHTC
TEAD-YAP block: TEAD-YAP interaction inhibition | AID 1259422 | HEK-TIYL cells, TEAD-Gal4/YAP UAS-luciferase luminescence | actives 1.4% (n = 640,000) | inhibition, % at 9.12 µM; in the data active = inhibition above about 32%;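 also: 0% = median of test compound wells and 100% = reference inhibitor wells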
FBW7 act: activators of human E3 ligase FBW7. actives 0.13% (n = 650,000). normalized activity (activation), % at 26.1 µM. Q969H0. AlphaScreen FBW7–phospho-cyclin E peptide binding, activator screen. AID 1259310; in the data active = normalized activity above about 1.9%;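 also: purified mutant Fbw7 with reduced substrate affinity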
GPR151 ag: human GPR151 activation. Q8TDV0. PathHunter beta-arrestin GPR151 cells, luminescence. activation, % at 11.2 µM. actives 1% (n = 650,000); in the data active = activation above about 4.9%;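 also: 0% = median of compound wells and 100% = cells with positive control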
Target sequence (Q8TDV0 whole entry, looked up): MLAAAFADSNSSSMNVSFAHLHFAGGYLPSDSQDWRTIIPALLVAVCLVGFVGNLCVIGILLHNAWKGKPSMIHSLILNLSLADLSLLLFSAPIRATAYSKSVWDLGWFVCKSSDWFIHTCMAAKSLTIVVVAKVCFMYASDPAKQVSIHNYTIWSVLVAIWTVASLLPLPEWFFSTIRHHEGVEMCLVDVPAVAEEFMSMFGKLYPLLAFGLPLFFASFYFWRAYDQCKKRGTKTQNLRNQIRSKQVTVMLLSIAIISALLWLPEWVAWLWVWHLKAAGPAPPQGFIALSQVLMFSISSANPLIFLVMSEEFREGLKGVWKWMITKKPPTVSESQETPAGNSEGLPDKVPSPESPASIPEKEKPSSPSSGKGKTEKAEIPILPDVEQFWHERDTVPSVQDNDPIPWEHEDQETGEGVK
* = called active by the depositor; & = joins results of further samples.

Results follow in this order: MITF inh	TEAD-YAP block	FBW7 act	GPR151 ag
Cc1cc(C(=O)OCC(=O)c2cccc3ccccc23)c2ccccc2n1
→ 13.3	-0.8	-0.1	0.3
O=C(Nc1cc(F)cc(F)c1)c1ccc(NCc2ccc(F)cc2)c([N+](=O)[O-])c1
→ -4.8	-1.6	-0.1	-0.4
Cc1occc1C(=O)N/N=C/c1cccc(C(F)(F)F)c1
→ 0.8	-43.3	0.0	-9.9
COc1cc(OC)cc(/C(O)=C(\C#N)c2nc3ccccc3[nH]2)c1
→ 1.8	-17.5	-0.1	-0.8
CC(C)(C)C(=O)Nc1ccc(C(=O)Nc2cc(Br)ccc2C(=O)O)cc1
→ -4.9	-6.2	-0.1	-0.2
COc1ccccc1Oc1c(C)oc2cc(OC(C)=O)ccc2c1=O
→ 6.2	-4.4	-0.1	1.6
COCCN1C(=O)c2ccccc2C(C(=O)Nc2cccc(C)n2)C1c1cccs1 (configuration not stated)
→ 12.1	2.4	0.0	-0.2
O=C(NCc1ccco1)/C(=C/C=C\c1ccccc1)NC(=O)c1ccc(Br)o1
→ 9.2	7.8	-0.3	-0.4
COc1ccc(NC(=O)C2CC(=O)OC2(C)C)cc1 (configuration not stated)
→ 9.2	0.2	0.1	0.6
Cc1csc(NC(=O)CSc2nnc(-c3ccoc3C)n2CC(C)C)n1
→ 8.2	8.3	0.0	-1.1
COc1ccc(/C=C/C(=O)Nc2nc3ccccc3n2C)cc1
→ 17.4	-16.5	0.5	-0.8
CC1CC(N(C(=O)c2ccc([N+](=O)[O-])cc2)c2ccccc2)c2ccccc2N1C(=O)c1ccc(F)cc1 (configuration not stated)
→ 25.9	4.5	0.7	0.0
O=C(Nc1nc2ccc(Cl)cc2s1)c1ccc2ncsc2c1
→ -4.5	-32.3	0.0	-2.9
CCOC(=O)c1sc(=NC(=O)c2ccc(Cl)s2)n(C)c1C
→ -7.9	-1.6	0.0	0.8
Cc1ccc(NC(=O)CC(=O)c2ccc([N+](=O)[O-])cc2)c(C)c1
→ -7.2	4.1	0.0	0.8
COc1ccccc1N(CC(=O)NCCSC(C)(C)C)S(C)(=O)=O
→ 7.1	3.0	0.1	2.7
COc1ccccc1C(=O)NCCCNc1ccc([N+](=O)[O-])cc1
→ 10.5	11.5	0.1	-0.8
CCOC(=O)c1c(NC(=O)COc2ccc(Cl)cc2Cl)sc(C(=O)N2CCCCC2)c1C
→ 1.8	3.1	0.1	0.0
N#C/C(=C1/CCCN1)c1nc2ccccc2s1
→ 5.9	13.7	-0.2	-0.6
CC(C)c1ccccc1OCCOCC(O)CN1CCN(C)CC1 (configuration not stated)
→ -6.7	1.6	0.0	-0.2

Next records:
Results follow in this order: MITF inh	TEAD-YAP block	FBW7 act	GPR151 ag
COC(=O)c1cc(C(=O)N2CCOCC2)cc([N+](=O)[O-])c1
→ 1.3	1.2	-0.1	1.5
CN(c1ccc(Cl)cc1)S(=O)(=O)c1ccc2[nH]cc(C(=O)N3CCc4ccccc4C3)c(=O)c2c1
→ 13.2	-0.3	0.5	-0.1
Cc1cccc(C(=O)Nc2nc3ccccc3[nH]2)c1C
→ 0.6	-4.5	0.1	-0.8
O=C1c2cnccc2CN1c1ccc(F)cc1F
→ -7.9	3.7	-0.3	3.6
COc1cc(CN(C(=S)NCC(=O)NC2CC2)C2CCCC2)cc(OC)c1OC
→ 10.8	-3.8	0.6	-0.6
Cc1ccc(S(=O)(=O)Oc2cc3c(C)cc(=O)oc3cc2O)cc1
→ 29.6	5.2	0.2	-0.7
CN(Cc1n[nH]c(=S)n1C)S(=O)(=O)c1ccccc1
→ -4.7	9.0	0.1	0.1
COCC(=O)N1CCCC(N2CCN(c3ccc(OC)cc3)CC2)C1 (configuration not stated)
→ -14.6	-13.3	0.0	3.9
OCCNc1ccnc(Nc2ccccn2)n1
→ 9.2	-9.5	0.0	-1.4
CN(Cc1nc(-c2ccccc2)no1)C(=O)c1cc(COc2ccc(F)cc2F)on1
→ -5.8	-24.9	0.2	0.2
O=[N+]([O-])c1ccc(CSc2ncn[nH]2)cc1
→ 11.3	-9.8	0.1	0.2
COc1cccc(/C=N/NC(=S)Nc2cccc(C(=O)O)c2)c1
→ -9.4	5.1	-0.3	2.8
CC(=O)NCCc1ccc(S(=O)(=O)N(C)C2CCS(=O)(=O)C2)cc1 (configuration not stated)
→ -8.9	3.0	-0.1	-1.0
O=C(CN1C(=O)C2C3C=CC(C3)C2C1=O)NCc1ccccc1 (configuration not stated)
→ 9.3	1.7	0.3	-0.5
CCOc1cc(C)c(-c2n[nH]c(C)c2Oc2ccccc2)c(O)c1
→ 5.8	-3.5	-0.1	0.0
CCOC(=O)COc1c(/C=C2/N=C(c3ccco3)OC2=O)cccc1OC
→ -0.7	13.7	0.1	-1.2
COc1ccc(-n2cnc(N/C(C)=C\C(C)=O)c2C(=O)c2ccccc2)cc1
→ -2.7	26.3	0.1	0.9
O=C1NC(CCC(=O)N2CCN(c3ccccc3Cl)CC2)C(=O)Nc2ccccc21 (configuration not stated)
→ 1.0	4.1	0.3	1.4
O=C1N=C(N2CCOCC2)S/C1=C/c1ccc(-c2cccc([N+](=O)[O-])c2)o1
→ -5.6	-3.9	0.2	0.9
COc1ccccc1C1N=C(c2ccccc2)C(C)(C)N1O (configuration not stated)
→ -7.7	-14.4	0.0	0.2

Overlap with the part before: 5 entries, then new ones.
Results follow in this order: MITF inh	TEAD-YAP block	FBW7 act	GPR151 ag
CCOC(=O)COc1c(/C=C2/N=C(c3ccco3)OC2=O)cccc1OC
→ -0.7	13.7	0.1	-1.2
COc1ccc(-n2cnc(N/C(C)=C\C(C)=O)c2C(=O)c2ccccc2)cc1
→ -2.7	26.3	0.1	0.9
O=C1NC(CCC(=O)N2CCN(c3ccccc3Cl)CC2)C(=O)Nc2ccccc21 (configuration not stated)
→ 1.0	4.1	0.3	1.4
O=C1N=C(N2CCOCC2)S/C1=C/c1ccc(-c2cccc([N+](=O)[O-])c2)o1
→ -5.6	-3.9	0.2	0.9
COc1ccccc1C1N=C(c2ccccc2)C(C)(C)N1O (configuration not stated)
→ -7.7	-14.4	0.0	0.2
COC(=O)c1c(NC(=O)Cn2cnc([N+](=O)[O-])n2)sc2c1CCC(C(C)(C)C)C2 (configuration not stated)
→ 5.3	-6.7	0.2	-2.3
O=C(Nc1ccccc1[N+](=O)[O-])C1CCC1
→ 4.1	3.8	0.1	2.1
CC(C)(C)NC(=O)CN(C(=O)C1(C)CC(=O)N=C2C=CC=CN21)C1CCCC1 (configuration not stated)
→ 7.3	8.4	0.0	0.7
CCOC(=O)CSc1nc2c(sc(=S)n2-c2ccccc2C)c(=O)n1-c1ccc(C)cc1
→ -5.5	-7.7	0.0	-0.9
Nc1nc2n(n1)C(c1cccc(Cl)c1)CC(c1ccccc1)N2 (configuration not stated)
→ 16.3	0.4	0.0	-0.2
O=C(c1cc(-c2ccco2)on1)N1CCCCC1
→ 0.9	-55.1	0.0	-1.6
Cc1cc(NS(=O)(=O)c2ccc(NC(=O)/C=C/c3ccco3)cc2)no1
→ 19.4	5.5	0.1	0.9
CCCCCCN=Cc1c(O)n(-c2ccccc2)c(=O)[nH]c1=O
→ -9.3	-5.8	0.0	3.3
O=C(COC(=O)C1CCCO1)Nc1cccc(C(F)(F)F)c1 (configuration not stated)
→ -0.5	5.9	0.2	1.2
Cc1cc(NS(=O)(=O)c2cccc([N+](=O)[O-])c2)c(C(C)C)cc1O
→ 17.8	4.9	-0.3	-0.7
CC(C)Oc1ccccc1/C=N/n1nnnc1N
→ 7.9	18.2	-0.5	1.4
O=C(c1coc2ccccc12)N1CCN(c2ccc(C(F)(F)F)cc2[N+](=O)[O-])CC1
→ 11.3	2.5	0.0	1.3
CCOC(=O)c1ccc(-c2coc3cc(O)cc(O)c3c2=O)o1
→ 16.9	-10.0	0.1	-1.1
O=C(Nc1cccc(C(F)(F)F)c1)N1CCN(S(=O)(=O)c2ccc(F)cc2)CC1
→ 8.9	8.0	0.3	-0.2
CCOc1ccc(NC(=O)CCN2CCN(CCO)CC2)cc1
→ 2.4	-6.1	-0.3	1.8
COc1ccc(N2CCN(c3ncnc4sc(C(=O)N5CCN(c6ccccc6F)CC5)c(C)c34)CC2)cc1
→ 18.2	8.4	0.1	0.3
COC(=O)C[C@H]1C(C)(C)C(=O)[C@@H]2CC3C4=CC(=O)O[C@@H](c5ccoc5)[C@]4(C)CCC3[C@@]1(C)C2=O (some centres not stated)
→ 19.9&3.9	-16.8&-1.4	0.4&0.0	0.0&3.0
O=C1CC(c2ccc(Cl)cc2)=NO1
→ 45.6	-2.9	-0.1	0.1
CN(C)/C=C1\N=C(c2cccc(Br)c2)OC1=O
→ 7.9	-5.5	0.4	0.5
Cc1cccc(Nc2ccccc2C(=O)OCC(=O)Nc2ccc(C(N)=O)cc2)c1C
→ -3.9	-2.3	0.0	0.0

Of the compounds above, two have a cyano group:
Results follow in this order: MITF inh	TEAD-YAP block	FBW7 act	GPR151 ag
COc1cc(OC)cc(/C(O)=C(\C#N)c2nc3ccccc3[nH]2)c1
→ 1.8	-17.5	-0.1	-0.8
N#C/C(=C1/CCCN1)c1nc2ccccc2s1
→ 5.9	13.7	-0.2	-0.6

(listing goes on)
Results follow in this order: MITF inh	TEAD-YAP block	FBW7 act	GPR151 ag
CCN1CCN(c2nc(C)nc3c2sc(=S)n3C)CC1
→ 4.3	7.2	-0.2	0.2
N#Cc1c(NC(=O)C2CC(=O)OC23CCCCC3)sc2c1CCCCC2 (configuration not stated)
→ 19.1	-2.5	0.0	4.0
Cc1cc(OCC(=O)N2CCCC2)cc(C)c1Br
→ 15.4	4.1	0.1	0.7
COc1ccc(NC(=O)c2sc3ncnc(N4CCCCC4C)c3c2C)c(OC)c1 (configuration not stated)
→ 0.4	-2.5	0.0	0.5
Cc1ccnc(NC(=O)CSc2nnc3c4ccccc4n(CCc4ccccc4)c3n2)c1
→ 3.3	35.5*	0.1	-1.2
O=C(NCCc1ccc(Cl)cc1)C(=O)Nc1ccccc1F
→ -9.6	-5.2	0.2	-0.4
COC(=O)C1CCN(C(c2cccs2)c2sc3ncnn3c2O)CC1 (configuration not stated)
→ 15.8	-3.4	0.2	0.7
NC(=O)c1ccc[n+](CC(=O)N2CCCCCC2)c1
→ 9.6	5.6	0.0	2.1
CCCNc1ccc2ncc(-c3ccc(C(=O)O)cc3)n2n1
→ -17.1	2.7	-0.8	-0.1
CC(CC(=O)O)CC(=O)Nc1ccc(S(N)(=O)=O)cc1 (configuration not stated)
→ 0.2	-2.2	0.0	1.5
CCCCc1ccc(C2=N/C(=C\c3cccc4ccccc34)C(=O)O2)cc1
→ 3.6	6.6	-0.1	2.8
COc1ccc(N(CC(O)CN2CCC(C)CC2)S(=O)(=O)c2ccc(C)cc2)cc1 (configuration not stated)
→ -11.1	4.4	-0.2	-0.3
COc1cc(C2NC(C(=O)O)CS2)ccc1OCc1ccccc1 (configuration not stated)
→ 4.0	-20.5	0.1	0.9
CN1CCN(c2ncc(-c3ccc(F)cc3)n3ccnc23)CC1
→ 4.5	-64.2	-0.4	0.5
COC(=O)C1=C(C)Nc2[nH]c(=S)[nH]c(=O)c2C1c1ccccc1F (configuration not stated)
→ 13.6	-19.1	0.4	0.7
C=CCSc1nc2sc3c(c2c(=O)n1-c1ccc(OC)cc1)CC(C)(C)OC3
→ 9.8	-6.5	0.2	0.8
Cc1ccc(-c2c(C)sc3ncn(CC(=O)N4CCCCC4)c(=O)c23)cc1C
→ -3.5	3.9	-0.1	0.1
CCOCCOC(=O)C1=C(C)NC2=C(C(=O)CC(c3ccccc3)C2)C1c1cc2c(cc1Cl)OCO2 (configuration not stated)
→ -6.2	-4.8	0.0	-0.5
COc1ccc(-n2c(SCC(=O)/C(C#N)=C(\C)N)nc3ccccc3c2=O)cc1OC
→ -8.3	0.7	0.0	0.1
CCOC(=O)C(=O)C1=C(N2CCOCC2)/C(=C\c2cccc([N+](=O)[O-])c2)CC1
→ -13.8	0.6	-0.1	0.8

Next part.
Results follow in this order: MITF inh	TEAD-YAP block	FBW7 act	GPR151 ag
CCn1cc(CN2CCN3C(=O)[C@H](Cc4ccc(OC)cc4)NC(=O)[C@H]3C2)c(C)n1
→ 22.0	2.2	0.5	0.4
O=C1c2cccnc2C(O)N1c1ccc(Cl)cc1 (configuration not stated)
→ 6.7	10.7	0.0	0.0
Cc1ccc(S(=O)(=O)NCCC(=O)NC2CCCC2)cc1
→ -9.5	0.7	0.9	-1.5
COc1ccc2occ(NC(C)=O)c2c1
→ 14.8	20.2	0.0	-0.7
CCOCCCNC(=O)c1ccc(NC(=O)C2CCCO2)cc1 (configuration not stated)
→ 13.2	-9.8	0.2	-0.6
CCn1c(-c2ccccn2)nc2cc(S(=O)(=O)N(C)C)ccc21
→ 1.5	-13.1	0.1	0.4
O=C(COC(=O)c1cc(=O)[nH]c2ccccc12)c1ccc(Cl)cc1
→ -12.1	0.6	0.2	2.3
Cc1cc(Cl)nc(Cl)c1C(=O)NC(=O)NCc1ccc(Cl)cc1
→ 3.6	3.9	0.1	-1.6
O=C1c2cccc3cccc(c23)C(=O)N1/N=C/c1cccc([N+](=O)[O-])c1
→ 0.4	-6.7	0.8	-0.9
Cc1ccnc2nc(C(=O)Nc3ccccc3S(=O)(=O)N(C)C3CCCCC3)nn12
→ -3.4	4.9	0.1	1.4
COc1cc(SC)ccc1C(=O)NC1CCCC1
→ 15.0	-3.5	0.3	0.5
CSc1ccc(/C=C2/N=C(c3ccc(C)c([N+](=O)[O-])c3)OC2=O)cc1
→ 10.1	12.4	0.3	-0.3
Cc1ccccc1OCC(=O)N(C(C)C)C(C)C
→ 4.6	13.2	0.2	8.9*
COC(=O)c1ccc(Nc2cc(C)nc3ncnn23)cc1
→ -1.0	-2.3	-0.1	0.6
